Compound activity from PubChem.
RGS4-Gao reg: modulates binding of RGS4 to human Galphao. AID 1415. actives 0.33% (n = 220,000). Multiplexed bead flow cytometry; actives lie on both sides. binding response (% of control), % at 10 µM. P09471; in the data active means binding response below about 49% or above about 150%; inactive means in between;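 further: fluorescent Galphao activated with aluminum fluoride binding bead-coupled RGS4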
Target sequence (P09471 whole entry, looked up): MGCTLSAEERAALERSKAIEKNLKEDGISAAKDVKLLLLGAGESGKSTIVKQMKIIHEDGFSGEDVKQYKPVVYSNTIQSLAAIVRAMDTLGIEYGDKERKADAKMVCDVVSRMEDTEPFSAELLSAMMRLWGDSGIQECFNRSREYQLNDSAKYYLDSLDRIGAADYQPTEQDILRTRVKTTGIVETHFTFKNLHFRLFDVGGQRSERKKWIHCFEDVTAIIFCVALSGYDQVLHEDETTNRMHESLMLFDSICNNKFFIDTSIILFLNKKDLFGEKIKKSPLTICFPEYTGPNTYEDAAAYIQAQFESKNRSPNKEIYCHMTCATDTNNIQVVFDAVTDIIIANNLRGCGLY
ABCB1 inh: human ABCB1 inhibition, ABCG2 as counter-screen | P08183 | CCRF-Adr cells, JC-1 efflux, flow cytometry | inhibition, % at 6.6 µM | actives 0.067% (n = 190,000) | AID 1326; in the data active means inhibition above about 40%;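 further: 0% = vehicle and 100% = reference inhibitor; higher value means more JC-1 retained so stronger ABCB1 efflux block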
Avidin fluor: avidin bead compound fluorescence profile; Avidin beads, compound fluorescence 488/530 nm, flow cytometry; active compounds read high; fluorescence (KMESF) at 10 µM; actives 0.38% (n = 220,000); AID 1775; in the data active means fluorescence above about 47; further: inactives centre near 10
Mcl-1 Bim block: human Bim-Mcl-1 interaction inhibition; Q07820; Bead-based flow cytometry, Bim peptide-Mcl-1 binding; inhibition, % at 10 µM; actives 0.1% (n = 190,000); in the data active means inhibition above about 40%;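 further: 0% = no compound tracer wells and 100% = peptide blocker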
RGS7-Gao: regulators of human RGS7-Galphao interaction | actives 0.35% (n = 220,000) | binding response (% of control), % at 10 µM | P09471 | Multiplexed bead flow cytometry, RGS7-Galphao binding; actives lie on both sides; in the data active means binding response below about 49% or above about 150%; inconclusive means no clear call, values can overlap the other calls; inactive means in between;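 further: fluorescent Galphao held in activated GDP-AlF4 state binding bead-coupled RGS7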
RGS8-Gao reg: human RGS8-Galphao interaction regulation | P09471 | multiplexed bead flow cytometry, RGS8-Galphao binding; actives lie on both sides | response (percent of control binding), % at 10 µM | actives 0.34% (n = 220,000); in the data active means response below about 60% or above about 140%; inactive means in between;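 further: Galphao activated as the GDP aluminium fluoride complex binding bead-coupled RGS8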
GSH bead fluor: GSH bead compound fluorescence profile | fluorescence (KMESF) at 10 µM | actives 0.25% (n = 190,000) | AID 1776 | GSH beads flow cytometry, compound fluorescence 488/530 nm; active compounds read high; in the data active means fluorescence above about 89;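 further: glutathione beads carrying GST-tagged Bcl family fusion proteins plus one bare bead set; values are compound well signal with DMSO vehicle wells as background; inactives centre near 16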
ABCG2 block: inhibitors of human ABCG2 transporter, ABCB1 counter-screen. Q9UNQ0. IgMXP3 cells, JC-1 efflux, flow cytometry. inhibition, % at 6.6 µM. actives 0.1% (n = 190,000). AID 1325;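 active means inhibition above 80%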;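 further: 0% = DMSO and 100% = nicardipine control wells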
Target sequence (Q9UNQ0 whole entry, looked up): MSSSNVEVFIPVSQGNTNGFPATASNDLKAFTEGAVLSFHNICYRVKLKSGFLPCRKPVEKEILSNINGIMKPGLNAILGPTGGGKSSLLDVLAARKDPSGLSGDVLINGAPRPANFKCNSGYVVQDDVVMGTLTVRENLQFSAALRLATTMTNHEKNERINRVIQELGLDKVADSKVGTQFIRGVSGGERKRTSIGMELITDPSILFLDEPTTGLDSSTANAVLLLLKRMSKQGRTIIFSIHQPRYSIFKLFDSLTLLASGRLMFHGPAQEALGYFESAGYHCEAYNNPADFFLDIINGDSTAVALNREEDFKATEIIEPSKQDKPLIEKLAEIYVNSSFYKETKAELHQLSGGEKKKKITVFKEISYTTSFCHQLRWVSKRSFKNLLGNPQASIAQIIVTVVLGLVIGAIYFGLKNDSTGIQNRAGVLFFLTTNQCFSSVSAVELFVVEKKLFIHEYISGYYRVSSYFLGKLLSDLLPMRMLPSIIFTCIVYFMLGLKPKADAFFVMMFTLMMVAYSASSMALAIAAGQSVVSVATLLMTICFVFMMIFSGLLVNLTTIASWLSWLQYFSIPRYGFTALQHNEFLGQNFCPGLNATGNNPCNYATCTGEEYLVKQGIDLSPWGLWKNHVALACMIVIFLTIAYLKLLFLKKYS
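System: two drug-resistant human cell lines, ABCG2 and ABCB1; controls: nicardipine high and DMSO low controls; times: 10 min exposure at 25 °C with rotation, no wash; detection: flow cytometry of retained JC-1 fluorescence; read-out basis: percent efflux inhibition, scaled nicardipine 100% to DMSO 0%; doses: one concentration, 6.6 µM final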
Mcl1-Noxa inh: disrupts binding of human Mcl-1 to Noxa peptide | AID 1022 | TR-FRET Mcl-1/Noxa peptide binding, 2 h | actives 1.5% (n = 220,000) | inhibition, % at 21.7 µM | Q07820;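 active means compounds that cut the protein-peptide binding signal by more than 50% relative to plate controls in a single-dose test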;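 further: His-tagged Mcl-1 with rhodamine Noxa BH3 peptide and terbium anti-His antibody; 0% = Mcl-1 plus Noxa peptide wells and 100% = peptide-only wells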
Mcl1 Bid PPI: Mcl-1/Bid interaction inhibition. Q07820. TR-FRET Mcl-1/Bid-Dy647 peptide binding, 1536-well. inhibition, % at 21.7 µM. actives 0.97% (n = 220,000). AID 1021;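 active means compounds that cut the binding signal by more than half at the single screening dose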;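 further: His-tagged Mcl-1 with europium anti-His antibody binding Bid BH3 peptide; 0% = Mcl-1 plus peptide wells and 100% = peptide-only wells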
Pf gametocyte: inhibitors of late stage P. falciparum gametocyte viability | P. falciparum stage V gametocytes, ATP luminescence, 24 h | inhibition, % at 10.9 µM | actives 0.065% (n = 150,000);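 active means inhibition above the mean plus 3 SD of compounds within the control limits, set per campaign, cut at about 38% in these data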;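 further: 0% = DMSO wells and 100% = medium only without gametocytes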
An asterisk follows results filed as active; ? = inconclusive; · = not tested or not shown; [ ] = another dose, or the depositor's remark. An unsorted share of the library. About 3.3% of those tested had a hit in this group.

SMILES	RGS4-Gao reg	ABCB1 inh	Avidin fluor	Mcl-1 Bim block	RGS7-Gao	RGS8-Gao reg	GSH bead fluor	ABCG2 block	Mcl1-Noxa inh	Mcl1 Bid PPI	Pf gametocyte
CCOC(=O)N1CCC(N(CCOC)C(=S)Nc2cccc(SC)c2)CC1	99.3	-0.1	9	1.0	98.9	100.3	16	-0.1	0.3	-16.7	17.0
COCCn1c(SCC(=O)Nc2ccccc2)nc2c(oc3ccccc32)c1=O	99.5	2.2	8	0.0	102.9	101.1	15	33.7	11.5	6.2	-13.1
CC(Sc1nc2cc(Cl)ccc2s1)C(=O)Nc1cccc(S(=O)(=O)N2CCOCC2)c1 (stereo not given)	94.5	0.5	16	-5.0	95.5	96.0	12	1.5	-1.9	-0.9	-21.5
O=C(/C=C/c1ccccc1)NC(NC(=S)Nc1cccc(O)c1)C(Cl)(Cl)Cl (stereo not given)	96.3	-0.5	14	-2.0	99.9	103.7	5	-2.9	42.6	-23.1	5.4
Cc1cc(Cl)ccc1OCC(O)CN1C(C)CCCC1C (stereo not given)	102.5	0.7	8	-1.0	?	100.4	16	2.8	-1.5	-15.6	·
O=C(COC(=O)c1ccc2c(c1)OCO2)Nc1ccccc1	107.2	0.2	7	3.0	105.2	104.5	17	3.5	7.3	0.2	8.5
COc1ccc2nc(NC(=O)c3cccc(S(=O)(=O)N4CCOCC4)c3)sc2c1	99.6	4.0	11	-5.0	97.7	109.2	25	5.3	17.0	-17.2	·
COc1cc(/C=N/n2c(-c3ccc4c(c3)NC(=O)CO4)csc2=Nc2cccc(C)c2)ccc1O	92.7	0.1	5	-2.0	95.5	95.8	13	4.5	34.8	-26.7	-12.4
Cc1cc(Cl)ccc1NC(=O)CCC(=O)O	96.4	-0.1	18	-4.0	98.3	104.0	17	-1.0	9.2	-0.7	1.9
O=C1c2ccsc2SCCN1Cc1c(Cl)cccc1Cl	104.1	0.5	10	1.0	98.9	102.0	9	2.5	8.4	-0.5	-18.9
O=C(O)c1ccc(N2CCOCC2)c(N2C(=O)C3C4C=CC(C4)C3C2=O)c1 (stereo not given)	97.6	-0.2	15	0.0	100.8	102.2	10	-0.3	3.5	-16.3	3.8
CCC(CC)c1nnc(NC(=O)CCN2C(=O)c3ccccc3C2=O)s1	98.1	1.0	34	-5.0	100.8	103.6	17	4.1	7.1	0.8	-17.9
CC(C)C1Cc2[nH]c(=O)c(C(=O)O)cc2CO1 (stereo not given)	101.6	-0.1	4	3.0	98.5	103.9	19	0.1	5.5	0.7	·
CN(C)/C=C/C(=O)c1nnn(C2CCCCC2)c1NC1CCCCC1	101.0	1.0	11	-2.0	97.5	98.2	37	10.8	·	-30.2	·
CC(C)Cn1c(N)c(C(=O)CSc2nc3ccccc3c(=O)n2CCCN2CCOCC2)c(=O)n(C)c1=O	99.4	7.8	12	-2.0	?	102.4	13	9.6	12.6	-10.7	·
CCOC(=O)N1CCN(C(=O)COc2cccc3c2CCN(Cc2ccccc2F)C3=O)CC1	101.7	9.3	15	-5.0	103.4	103.2	5	9.3	2.9	-7.5	18.0
COC(=O)c1c(F)c(F)c(N2CCOCC2)c(F)c1F	111.5	0.6	14	-1.0	112.9	102.6	6	2.2	-11.8	-12.4	·
CCOC(=O)N1CCC(NC(=O)C(C)n2c3ccccc3c3cnn(C)c(=O)c32)CC1 (stereo not given)	100.7	0.5	36	0.0	99.6	100.2	28	0.7	-2.1	-12.0	·
Cc1ccc(S(=O)(=O)NC(C(=O)OCC(=O)NC(=O)c2cccn2C)C(C)C)cc1 (stereo not given)	100.6	1.1	25	-4.0	98.4	101.0	15	3.4	2.7	4.7	28.1
CN(C)CCNc1c2c(c(C#N)c3nc4ccccc4n13)CCCC2	102.7	3.2	5	16.0	103.1	113.2	33	10.8	·	·	-43.5
CN(C)c1ccc(/C=C/C(=O)c2c(O)c3ccccc3oc2=O)cc1	106.6	·	9	·	?	102.8	·	·	25.2	-64.5	-2.4
O=C(O)CC1S/C(=N/N=C/c2ccc(-c3ccc(Cl)c([N+](=O)[O-])c3)o2)NC1=O (stereo not given)	99.8	0.3	7	0.0	96.0	97.8	14	0.2	24.3	-56.6	-0.7
CC1(C)COC2(OC1)C(=O)N(CN1CCOCC1)c1ccccc12	128.0	0.2	124*	0.0	251.9*[activator]	105.8	22	1.1	4.4	-45.4	-0.8
O=C(COC(=O)c1cccs1)Nc1ccccc1[N+](=O)[O-]	99.1	1.9	12	0.0	?	101.1	12	21.4	-1.9	-30.2	4.8
COC(=O)NNC(=O)c1ccc(C)c(Br)c1	102.3	1.1	4	-3.0	99.8	102.5	12	8.4	4.0	-1.7	-11.7

Another view of part of the listing above.
canonical_smiles,RGS4-Gao reg,ABCB1 inh,Avidin fluor,Mcl-1 Bim block,RGS7-Gao,RGS8-Gao reg,GSH bead fluor,ABCG2 block,Mcl1-Noxa inh,Mcl1 Bid PPI,Pf gametocyte
CCOC(=O)N1CCN(C(=O)COc2cccc3c2CCN(Cc2ccccc2F)C3=O)CC1,101.7,9.3,15,-5.0,103.4,103.2,5,9.3,2.9,-7.5,18.0
COC(=O)c1c(F)c(F)c(N2CCOCC2)c(F)c1F,111.5,0.6,14,-1.0,112.9,102.6,6,2.2,-11.8,-12.4,·
CCOC(=O)N1CCC(NC(=O)C(C)n2c3ccccc3c3cnn(C)c(=O)c32)CC1 (stereo not given),100.7,0.5,36,0.0,99.6,100.2,28,0.7,-2.1,-12.0,·
Cc1ccc(S(=O)(=O)NC(C(=O)OCC(=O)NC(=O)c2cccn2C)C(C)C)cc1 (stereo not given),100.6,1.1,25,-4.0,98.4,101.0,15,3.4,2.7,4.7,28.1

Next part
SMILES	RGS4-Gao reg	ABCB1 inh	Avidin fluor	Mcl-1 Bim block	RGS7-Gao	RGS8-Gao reg	GSH bead fluor	ABCG2 block	Mcl1-Noxa inh	Mcl1 Bid PPI	Pf gametocyte
CCOc1ccc(Br)cc1/C=N/NC(=O)c1ccncc1	94.1	0.6	7	-3.0	91.2	98.8	32	5.5	-2.6	-0.8	·
N#Cc1c(NC(=O)C2CC2)sc2c1CCCCC2	92.8	0.9	3	0.0	100.0	97.6	24	18.3	24.1	5.4	-2.1
O=C(Cn1cnc2ccccc2c1=O)Nc1ccc(N2CCOCC2)cc1	97.4	0.9	13	-3.0	?	95.9	14	2.0	14.8	-24.0	·
COc1ccc(NC(=O)C(=O)N/N=C/c2cccnc2)cc1	100.8	·	8	·	?	99.7	·	·	3.9	-29.6	-15.1
CC1=C(C(=O)OC2CCCC2)C(c2coc3ccc(C)cc3c2=O)C2=C(CCCC2=O)N1 (stereo not given)	110.3	2.5	24	-4.0	105.2	108.4	11	3.0	0.1	-21.8	-12.5
O=C(NC1CCS(=O)(=O)C1)Oc1ccc(Cl)cc1 (stereo not given)	100.8	-0.8	18	-6.0	100.5	103.0	35	-2.3	7.3	-17.5	10.1
O=C(O)CCCN1C(=O)C2C3CCC(O3)C2C1=O (stereo not given)	102.6	0.7	17	-7.0	110.2	106.2	10	1.1	-5.0	4.1	·
COc1ccccc1OCC(=O)Sc1ccc(C)cc1	94.0	0.1	13	0.0	95.2	95.2	13	0.0	20.1	-34.4	·
CCCC1=NN(C(=O)Cc2ccc(OC)cc2)C(O)(C(F)(F)F)C1 (stereo not given)	99.8	0.3	14	-3.0	99.2	99.7	21	1.4	13.3	13.8	-22.2
COc1cccc(N2CCN(S(=O)(=O)c3cccc4cccnc34)CC2)c1	95.6	1.3	6	-4.0	90.4	95.1	12	1.6	13.8	-52.7	-1.2
CN1CCN(c2ccc([N+](=O)[O-])cc2NC(=O)c2ccccc2)CC1	91.7	0.2	11	0.0	84.8	89.0	77	2.7	12.9	-32.3	·
Cc1ccc2nc3c(c(N)c2c1)CCN3c1ccccc1	97.2	-1.0	12	-1.0	98.9	100.5	31	-1.6	41.8	33.6	·
COCCN(CC(=O)NCC1CCCO1)C(=O)CCC(=O)Nc1ccccn1 (stereo not given)	99.4	-0.5	9	3.0	101.8	98.6	18	0.0	6.8	3.4	-11.0
Cc1ccc(C(=O)/C=C/c2c[nH]c3ccccc23)cc1	102.8	0.2	21	0.0	97.7	99.3	8	2.1	0.3	-34.0	·
O=S(=O)(c1cccc(-c2nc3ccccc3s2)c1)N1CCOCC1	102.2	1.5	13	-1.0	102.9	102.5	33	27.7	1.8	1.0	6.3
O=C(NC(=S)Nc1ccc(S(=O)(=O)Nc2nccs2)cc1)c1cccnc1	102.2	0.1	10	4.0	103.1	100.0	24	-0.2	13.6	-45.3	·
CCCn1c(C)cc(C(=O)COc2ncnc3sccc23)c1C	89.4	2.5	8	2.0	93.5	89.3	33	6.0	13.6	-15.8	·
CCOC(=O)C1=C(N)OC2=C(C(=O)CC(C)(C)C2)C1c1ccc(C)s1 (stereo not given)	105.6	1.3	27	-5.0	103.3	102.4	10	1.7	0.1	-15.2	-12.9
COc1ccccc1CN(C)CC(=O)Nc1ccccc1-c1ccccc1	104.6	1.0	5	1.0	107.4	103.2	10	1.9	7.5	-8.4	·
COc1ccc(NC(=O)CCN2C(=O)C3CC=C(Cl)CC3C2=O)cc1 (stereo not given)	89.1	0.9	2	-8.0	87.0	78.2	27	8.6	16.7	-3.1	5.2
CCCCOc1ccccc1NC(=O)CC1SC(=NCC)N(CC)C1=O (stereo not given)	98.1	0.7	23	-3.0	98.9	102.0	11	4.0	-3.3	-26.7	·
O=C1CC(c2c(F)cccc2Cl)C2=C(COC2=O)N1 (stereo not given)	106.2	0.3	11	-2.0	109.5	108.9	34	2.8	16.6	-6.0	10.6
CCC(Sc1nc(-c2ccccc2)cc(=O)[nH]1)C(=O)O (stereo not given)	103.9	-0.3	3	3.0	104.8	101.2	28	-1.1	12.5	-18.4	·
CCCNS(=O)(=O)c1ccc(OCC(=O)NCCC2=CCCCC2)cc1	103.2	1.8	19	-2.0	108.8	105.6	11	10.1	-2.9	-30.9	·
CC(=O)NC1=NN(C(C)=O)C(c2ccc(C(C)C)cc2)S1 (stereo not given)	102.3	0.5	8	-3.0	99.1	90.5	5	0.9	15.9	1.4	8.9
CCCCNC(=S)N/N=C/c1cccc(OCC)c1O	103.2	·	7	·	?	101.6	·	·	3.9	-26.5	-11.7
CC1(C(=O)NC2CCCC2)CCC(=O)N1Cc1cccs1 (stereo not given)	101.1	0.3	14	-2.0	101.3	98.7	62	0.5	-2.9	-13.6	-1.6
COc1ccc(NS(=O)(=O)c2cccc(C(=O)N/N=C(\C)c3ccncc3)c2)cc1	96.9	0.0	12	-1.0	102.2	102.4	6	4.8	-10.2	-32.3	11.6
CC(=O)c1sc(NC(=O)c2c(F)cccc2F)nc1-c1ccccc1	95.2	-2.4	9	-2.0	97.4	94.2	19	-4.4	-6.4	-6.7	-0.5
Cc1oc(-c2cccc(Cl)c2)nc1CSCC(=O)O	104.4	0.0	5	1.0	103.3	103.1	26	1.7	13.1	-18.1	·
